# Screens: PubChem, several laboratories
# HTR5A inv ctr: inverse agonist of human HTR5A in OPRM1-OPRD1 counter-screen. HTR5A cell line, luminescence, inverse agonism. hit rate 0.083% among 340,000. P47898. AID 504634. inhibition, % at 9.3 µM; in the data active = inhibition mostly above about 23%, no sharp cut-off; inactive = mostly below about 18%;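 also: 0% = cells with DMSO and 100% = no-cell wells with DMSO; some compounds called inactive have numbers as strong as hits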
# Pemphigus Ab inh: inhibitors of pemphigus antibody binding to human desmoglein-3. P32926. binding (percent of control), % at 10 µM. hit rate 0.48% among 310,000. DSG3-coupled beads, scFv-anti-DSG3-GFP binding, flow cytometry; active compounds read low;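 active = binding more than 3 SD below its plate's average and above zero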;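 also: hits lower antibody fragment binding to DSG3; some compounds called inactive have numbers as strong as hits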
# PKA-R1A activ: activators of PKA-R1A complex; P00514+P68181; PKA-R1A dissociation, Cy5-IP20 fluorescence polarization; scaled: DMSO 0%, 113 µM cGMP 100%; activation, % at 11.4 µM; hit rate 0.083% among 340,000;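 active = percent activation above the mean of all tested compounds plus 3 SD, cut at about 19% in these data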;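 also: higher means more PKAc released from R1A so a rise in polarization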
# OPRM1-OPRD1 ag: agonists of human mu-delta opioid receptor heterodimerization; P35372+P41143; cells, OPRM1-OPRD1 heterodimerization, luminescence; activation, % at 9.3 µM; hit rate 0.3% among 340,000; AID 504326; in the data active = activation above about 18%;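 also: 0% = vehicle-treated cells and 100% = reference agonist; values of inactives mirror those of a sister screen read the other way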
# Target sequence (P35372 whole entry, looked up): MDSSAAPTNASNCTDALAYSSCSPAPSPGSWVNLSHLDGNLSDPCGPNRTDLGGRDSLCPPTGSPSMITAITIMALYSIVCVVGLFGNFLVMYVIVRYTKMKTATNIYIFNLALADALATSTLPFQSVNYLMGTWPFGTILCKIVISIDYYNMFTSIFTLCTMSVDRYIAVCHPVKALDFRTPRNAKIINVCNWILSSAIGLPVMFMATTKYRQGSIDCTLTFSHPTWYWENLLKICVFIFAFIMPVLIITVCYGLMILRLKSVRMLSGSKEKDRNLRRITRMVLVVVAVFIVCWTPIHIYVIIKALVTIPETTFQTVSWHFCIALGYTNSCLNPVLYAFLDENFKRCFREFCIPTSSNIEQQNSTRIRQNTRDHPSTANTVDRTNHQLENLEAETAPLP
# Target sequence (P41143 whole entry, looked up): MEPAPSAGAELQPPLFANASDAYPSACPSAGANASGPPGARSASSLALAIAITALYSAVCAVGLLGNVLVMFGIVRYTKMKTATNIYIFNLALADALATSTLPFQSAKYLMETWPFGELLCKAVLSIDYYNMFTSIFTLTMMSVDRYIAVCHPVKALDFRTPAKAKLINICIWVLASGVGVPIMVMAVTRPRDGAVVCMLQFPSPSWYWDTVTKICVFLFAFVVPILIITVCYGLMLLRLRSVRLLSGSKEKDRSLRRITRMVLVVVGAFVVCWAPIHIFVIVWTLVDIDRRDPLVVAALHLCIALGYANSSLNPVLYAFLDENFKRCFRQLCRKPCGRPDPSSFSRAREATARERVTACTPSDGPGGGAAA
# phage Ecoli inh: E. coli growth loss with phage present; growth absorbance; inhibition, % at 11.9 µM; hit rate 0.26% among 360,000; in the data active = inhibition above about 11%
# HTR5A ag: HTR5A agonism, opioid heterodimer counter-screen. P47898. HTR5A agonist assay, luminescence, cell-based. activation, % at 9.3 µM. hit rate 0.61% among 340,000; in the data active = activation mostly above about 9.5%, no sharp cut-off; inactive = mostly below about 7.6%;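 also: 0% = cells with vehicle only and 100% = reference agonist; strong numbers were not always called active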
# E coli growth: counter-screen for AddAB inhibitors: E. coli growth inhibition; hit rate 0.27% among 330,000; inhibition, % at 11.9 µM; E. coli V3065 growth, OD600 absorbance, 18 h;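 active = inhibition above the campaign's mean inhibition across all tested compounds plus 3 SD, cut at about 9.9% in these data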;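 also: uninfected addAB+ strain grown without phage in ampicillin broth; 0% = DMSO wells and 100% = ciprofloxacin 0.95 µg/ml wells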
# OPRM1-OPRD1 inv: inverse agonist of human OPRM1-OPRD1 heterodimerization; P35372+P41143; cell-based MOR-DOR heterodimer luminescence, inverse agonism; inhibition, % at 9.3 µM; hit rate 0.21% among 340,000; in the data active = inhibition above about 22%, passing the limit was not always enough;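 also: 0% = cells with DMSO and 100% = wells without cells with DMSO; values of inactives mirror those of a sister screen read the other way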
# PfHsp90 set2: inhibits growth of yeast expressing Plasmodium falciparum Hsp90 | S. cerevisiae expressing PfHsp90, BacTiter-Glo ATP, 48 h; yeast lacking PDR1 and PDR3 efflux regulators | inhibition, % at 9.4 µM | hit rate 0.32% among 310,000 | AID 504621;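 active = every replicate shows inhibition above about 80%, whatever the replicate mean, limit read from the data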;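 also: 0% = DMSO neutral controls and 100% = 20 µM radicicol positive controls; yeast relying on Plasmodium falciparum Hsp90 in place of its own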
# AddAB inh: less growth of phage-infected E. coli with AddAB; inhibition, % at 11.9 µM; AID 435030; E. coli expressing H. pylori AddAB, absorbance growth; hit rate 0.29% among 330,000; in the data active = inhibition above about 12%;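 also: 0% = vehicle wells of infected cells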
# Mot1-301 SUMO: SUMOylation pathway inhibition by Mot1-301 growth rescue. S. cerevisiae Mot1-301 growth rescue, ATP luminescence, 38.5C; percent above DMSO median, 100 means doubled. hit rate 1% among 320,000. growth rescue, % at 18.8 µM;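 active = every valid replicate shows activation above 250% relative to neutral control wells; inactive = the rest, any valid replicate at or below 250%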;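 also: OY570 slx delta 5 strain wells were the positive control but not used for scaling; some compounds called inactive have numbers as strong as hits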
# Active calls of the source: *; . = not tested or not shown.
SMILES,HTR5A inv ctr,Pemphigus Ab inh,PKA-R1A activ,OPRM1-OPRD1 ag,phage Ecoli inh,HTR5A ag,E coli growth,OPRM1-OPRD1 inv,PfHsp90 set2,AddAB inh,Mot1-301 SUMO
CCOc1ccc(NS(=O)(=O)c2ccc(C(=O)NCCCN3CCOCC3)cc2)cc1,-8.6,119.3,13.1,1.1,-0.1,6.3,-3.0,-6.2,-13.6,-1.1,146.2
COc1ccc(NS(=O)(=O)c2ccc(/C=C/C(=O)O)cc2)cc1S(=O)(=O)N1CCOCC1,10.8,85.2,-8.4,-2.6,-0.2,4.6,-3.4,13.5,-1.2,-0.9,-14.9
Cc1ccc(N(CC(=O)NC(C)c2ccccc2)S(=O)(=O)c2c(C)n[nH]c2C)cc1 (centres undefined),-4.0,94.7,4.9,-2.0,2.9,1.0,-2.7,10.1,-14.4,2.7,4.2
O=C(NC(Cc1ccccc1)C(=O)O)/C(=C\c1ccc([N+](=O)[O-])cc1)NC(=O)c1ccco1 (centres undefined),-9.2,99.4,-8.6,-1.0,2.6,-0.7,-0.7,5.6,10.5,1.1,112.8
COc1cc(CN(C(=S)NCC(=O)N2CCCC2)C2CCCC2)cc(OC)c1OC,-2.1,98.3,-0.3,-3.0,0.1,-1.7,0.3,14.5,20.6,4.0,198.6
CN(C)S(=O)(=O)c1ccc(Cl)c(NC(=O)COC(=O)[C@@H]2CCCN2C(=O)c2cccs2)c1,3.7,99.0,-4.0,-2.0,3.6,-1.3,0.4,9.2,24.0,-0.2,-9.2
CCOC(=O)c1cc2cc(CC(=O)c3ccc(OCC)cc3O)ccc2o1,-17.8,99.2,2.5,2.4,0.6,3.5,0.4,-14.3,-19.8,0.5,4.5
C#CCNC(=O)C1=C[C@H](c2ccc(C#C)cc2)C[C@H](OCc2ccc(CO)cc2)O1,11.3,99.7,-7.6,-1.0,3.6,1.4,-2.6,5.5,3.1,-0.6,-3.0
O=C(COc1ccccc1[N+](=O)[O-])c1ccccc1,-4.5,106.7,-4.8,2.2,4.5,1.6,2.9,-15.9,22.7,7.3,-2.4
Cc1cc(=O)n2nc(N3CCCC3C(=O)Nc3cccc(Cl)c3C)sc2n1 (centres undefined),-1.2,227.4,-2.1,-1.7,1.9,0.4,0.8,9.8,-16.8,-0.3,4.7
CC(=O)c1cnc2n(c1=O)CCS2,5.5,104.7,1.3,-1.3,7.4,-2.0,-1.4,7.0,-4.9,1.9,15.0
CC(OC(=O)COc1ccc(Nc2ccccc2)cc1)C(=O)N(C)c1ccccc1 (centres undefined),2.9,.,-4.1,2.7,4.1,1.3,0.4,-17.5,0.7,0.5,9.4
CCc1ccc(NC(=O)C(=O)c2cn(CC(=O)N3CCCCC3)c3ccccc23)cc1,-5.4,115.2,-3.8,-3.3,-1.0,-3.1,0.9,17.9,11.3,3.1,-8.0
Cc1cc2c(c(=O)n1C1CC1)C(c1cccc(Cl)c1)C(C#N)=C(N)O2 (centres undefined),4.0,.,1.5,0.1,2.2,-1.5,-1.0,-0.7,.,3.0,76.6
COc1ccc(S(=O)(=O)N2CCOCC2)cc1NC(=O)COc1ccccc1OC,-7.1,.,-3.8,-2.1,1.3,2.5,-2.0,13.3,9.6,2.0,-22.0
COC(=O)CSc1nnc(-c2cccnc2)n1-c1cc(OC)cc(OC)c1,13.4,124.5,6.0,-0.7,0.6,0.4,-1.4,3.3,-5.7,0.1,9.7
CC(=O)NS(=O)(=O)c1ccc(NC(=O)c2cc(-c3ccc(C)cc3)nc3ccccc23)cc1,-11.9,99.8,-8.4,-4.2,3.6,4.4,2.4,25.1,-19.8,2.1,6.8
O=C(CN1C(=O)NC2(CCCC2)C1=O)OCCOc1ccc(F)cc1,7.5,96.1,-3.5,-0.9,2.3,6.7,-0.9,5.1,-6.6,-0.5,-12.9
Cn1c(CNC(=O)c2ccc(Cl)cc2)nnc1SCC(=O)NC1=NCCS1,-5.7,105.3,0.3,-2.5,2.6,-1.5,0.3,13.0,-13.9,4.7,-12.0
O/N=C1/C2C3C(Br)C4C5CC(C1C53)C24 (centres undefined),-7.3,.,-4.9,-1.2,1.2,3.8,-0.3,6.4,-23.3,3.5,-3.1
O=C(CSc1nccn1-c1ccc(Cl)cc1)Nc1ccc2c(c1)OCO2,12.0,.,13.2,0.7,1.4,-5.0,-0.2,-3.1,-25.9,0.1,21.6
CN1C(=O)/C(=C/c2ccc(OCc3ccc(F)cc3)cc2)NC1=S,-30.5,102.8,5.2,9.4,0.2,8.6,-2.4,-44.2,-8.3,-0.2,9.5
O=C(NCCCO)c1nnc(Cc2c(F)cccc2Cl)o1,-2.3,103.7,4.8,3.6,5.2,6.0,-0.9,-19.5,7.1,2.1,100.1
CCOC(=O)C1CCN(C(=O)CSc2nccc(C)n2)CC1,-15.2,100.1,0.0,-2.6,4.4,7.3,-1.6,13.0,7.3,-0.2,174.7
CC(=O)Nc1nonc1-c1nc2ccccc2n1Cc1ccccn1,-35.0,102.2,3.8,-0.9,1.4,0.0,-1.4,4.9,-3.3,0.6,59.8

# Next section, overlapping the part above by two compounds.
SMILES,HTR5A inv ctr,Pemphigus Ab inh,PKA-R1A activ,OPRM1-OPRD1 ag,phage Ecoli inh,HTR5A ag,E coli growth,OPRM1-OPRD1 inv,PfHsp90 set2,AddAB inh,Mot1-301 SUMO
CCOC(=O)C1CCN(C(=O)CSc2nccc(C)n2)CC1,-15.2,100.1,0.0,-2.6,4.4,7.3,-1.6,13.0,7.3,-0.2,174.7
CC(=O)Nc1nonc1-c1nc2ccccc2n1Cc1ccccn1,-35.0,102.2,3.8,-0.9,1.4,0.0,-1.4,4.9,-3.3,0.6,59.8
Cc1ccc(NC(=O)c2sc(Cl)nc2C)c(C)c1,3.0,101.9,5.3,2.6,4.8,3.5,0.3,-16.0,9.2,0.8,-4.7
O=C(CCl)N1N=C(c2ccco2)CC1c1cccs1 (centres undefined),7.7,123.7,-2.8,0.2,.,-0.2,-7.1,-1.1,19.0,0.9,-5.9
Cc1ccc2nc(SCC(=O)NCc3cccs3)[nH]c2c1,-6.1,103.1,-3.9,-2.4,1.8,4.0,2.0,12.0,0.5,-1.0,-1.7
COc1ccc(-c2cc(=O)oc3cc(OCC(=O)Nc4ccccn4)ccc23)cc1,5.9,71.9,-9.4,-2.6,1.3,9.3,0.6,13.1,-0.3,2.0,1.1
Cc1ccc[n+](CC(=O)Nc2c(Cl)cc(Cl)cc2Cl)c1,-7.3,99.0,13.9,-2.1,3.5,2.8,1.4,9.8,-8.6,-0.2,-9.8
C=C(C)Cc1c(C)c(C#N)c2nc3ccccc3n2c1N1CCCCC1,-18.0,.,-8.3,-1.0,0.8,6.9,-1.5,6.0,.,1.3,19.3
CC(C)NC(=O)c1ccccc1NC(=O)Cc1ccc(Br)cc1,6.0,119.8,-11.9,2.0,0.2,-2.2,-1.0,-9.7,.,0.6,205.2
c1ccc(-c2ccc3c(n2)CCCO3)cc1,17.1,89.6,-13.6,0.1,3.3,2.9,0.7,-0.7,-14.1,2.6,0.7
Cc1oc(-c2cc(F)cc(F)c2)nc1CN1CCN(C(=O)c2ccco2)CC1,-10.1,100.6,2.8,-2.5,-0.9,-1.2,2.4,17.5,-11.1,2.7,-11.3
CCOC(=O)N1CCN(S(=O)(=O)c2ccc(F)c(C(=O)Nc3cc(C)cc(C)c3)c2)CC1,25.9,.,-3.7,0.1,0.6,-0.5,-1.3,-0.4,-2.2,-0.3,7.9
O=c1c2ccccc2nc2n1C(CSc1ccc(F)cc1)CS2 (centres undefined),9.1,97.2,14.4,-0.6,2.7,-3.2,1.9,3.0,-10.2,1.6,2.3
O=C1CSC(=S)N1c1cccc(O)c1,-3.1,98.4,-9.2,-3.7,1.4,0.9,.,16.6,20.1,.,-13.1
O=C1CC(N2CCC(c3nc4ccccc4o3)CC2)C(=O)N1c1ccc(Cl)c(C(F)(F)F)c1 (centres undefined),-29.4,88.9,-7.3,4.1,0.8,11.2,1.7,-25.4,104.1*,2.1,26.2
Clc1cc(Cl)cc(Nc2ncn[nH]2)c1,4.0,101.2,-8.1,-2.2,4.2,0.6,0.6,11.0,14.9,-0.3,-6.1
O=C(COC(=O)c1n[nH]c2ccccc12)NC(=O)NC1CCCCC1,-33.2,100.9,-13.6,3.0,0.5,5.8,0.0,-17.3,-2.7,1.5,19.4
O=C(CCNC(=O)c1ccco1)Nc1ccc(Cl)cc1,-0.4,96.8,3.3,-0.2,6.2,0.1,3.0,1.3,-3.8,4.1,19.6
O=C(NCc1ccco1)c1ccc(Cn2c(=O)c3sccc3n(Cc3cccc(F)c3)c2=O)cc1,6.1,110.3,-14.9,-2.4,2.7,-2.1,-0.6,12.0,-1.2,3.7,225.0
CC(C)(C)OC(=O)NCCCCCNC(=O)c1[nH]cnc1C(=O)N[C@@H](Cc1ccccc1)C(=O)OC(C)(C)C,-25.6,105.5,0.9,2.0,.,7.9,-0.6,-11.2,.,-1.1,-1.6
COc1ccc(C2CC(=O)c3cnc(N)nc3C2)c(OC)c1 (centres undefined),0.2,98.3,-11.3,-1.1,3.0,1.0,.,6.7,9.4,.,.
N#CCSc1nc2ccccc2c(=O)n1CC1CCCC1,20.9,104.8,-19.5,2.1,1.5,2.0,2.2,-11.7,-7.9,1.5,-6.7
CCCN1CCN(CC(=O)Nc2nc3ccccc3s2)CC1,-26.2,105.8,-4.7,-3.0,3.2,7.1,.,14.2,2.0,.,130.5
COc1ccc(-c2oc3ccccc3c(=O)c2OC(C)=O)cc1,0.0,.,-1.6,-2.1,11.3*,1.9,12.0*,9.8,3.3,12.1,-1.6
Cc1ccc(N(CC(=O)NC2CCCCC2)C(=O)Cn2nnc(-c3ccc(C)o3)n2)cc1,-5.7,99.0,-9.9,-3.3,-0.9,2.2,-4.0,15.7,-6.1,0.4,7.7
CCC(=O)N(CCc1ccccc1)Cc1cc2cc3c(cc2[nH]c1=O)OCO3,3.4,99.7,15.1,-1.0,1.6,-2.0,-1.6,5.4,1.0,0.6,8.1
Cc1ccc2cc(CCNS(=O)(=O)c3ccc(Cl)cc3)c(=O)[nH]c2c1C,-9.0,106.0,-3.4,0.5,2.6,3.2,-1.1,-2.5,-11.7,3.3,20.3
CCOC(=O)c1ccc(-n2c(=S)sc3c(=O)[nH]c(C)nc32)cc1,-4.9,96.9,-6.1,-2.2,.,5.2,1.0,11.4,5.8,-0.3,-21.6

# Grouped by structure: those above with bromine (two)
SMILES,HTR5A inv ctr,Pemphigus Ab inh,PKA-R1A activ,OPRM1-OPRD1 ag,phage Ecoli inh,HTR5A ag,E coli growth,OPRM1-OPRD1 inv,PfHsp90 set2,AddAB inh,Mot1-301 SUMO
O/N=C1/C2C3C(Br)C4C5CC(C1C53)C24 (centres undefined),-7.3,.,-4.9,-1.2,1.2,3.8,-0.3,6.4,-23.3,3.5,-3.1
CC(C)NC(=O)c1ccccc1NC(=O)Cc1ccc(Br)cc1,6.0,119.8,-11.9,2.0,0.2,-2.2,-1.0,-9.7,.,0.6,205.2
